zfTRPN1 agonist – agonists of zebrafish TRPN1 channel. HEK293 zebrafish TRPN1-YFP, Fluo-8 calcium fluorescence; 100% = response to 87 µM carbachol. activation, % at 3 µM. hit rate 0.18% among 220,000;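 active means activation above its plate's cutoff, the mean activation of test wells on that plate plus 3 SD, cut at about 19% in these data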;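 further: 0% = DMSO alone and 100% = 87 µM carbachol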
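Assay system: Zebrafish TRPN1-YFP in HEK293 cells | Incubation: Dye loading 1 h at 37 °C, then 30 min room temperature | Measured by: Kinetic Fluo-8 fluorescence, ex 470-495, em 515-575 nm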
BaF3 tox – parental Ba/F3 viability inhibition as JAK2V617F counter-screen | CellTiter-Glo ATP luminescence | inhibition, % at 5.6 µM | hit rate 1.1% among 220,000 | AID 1486;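 active means inhibition above a per-campaign cutoff, the mean inhibition of all tested compounds plus 3 SD, cut at about 27% in these data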;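 further: 0% = DMSO wells and 100% = JAK Inhibitor I control wells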
RBBP9 inh – blocks human serine hydrolase RBBP9; O75884; recombinant RBBP9, FP-Rh probe fluorescence polarization; inhibition, % at 7.94 µM; hit rate 0.2% among 220,000;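 active means inhibition above the campaign mean of all tested compounds plus 3 SD, cut at about 14% in these data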;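 further: plate controls were DMSO wells with RBBP9 for no effect and wells lacking RBBP9 protein for full effect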
Target sequence (O75884 whole entry, looked up): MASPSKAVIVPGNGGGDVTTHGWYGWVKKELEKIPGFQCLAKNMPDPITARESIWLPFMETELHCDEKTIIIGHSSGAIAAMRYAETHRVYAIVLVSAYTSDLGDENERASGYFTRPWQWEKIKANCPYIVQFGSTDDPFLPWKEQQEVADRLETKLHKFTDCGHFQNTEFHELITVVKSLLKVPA
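Measured by – fluorescence polarization · Test system – RBBP9 protein · Input – 2.5 µM RBBP9 dispensing solution, before mixing · Measure – percent inhibition from mP, scaled between DMSO and no-protein wells · Benchmarks – DMSO-treated enzyme wells and wells lacking RBBP9 · Times – preincubation 30 min plus labeling 45 min at 25 °C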
PPC-1+TRAIL kill – compounds killing PPC-1 cancer cells with TRAIL present (potentiator screen, no TRAIL-free arm) | PPC-1 cells + TRAIL, ATPLite viability luminescence | cell killing (% activity), % at 4 µM | hit rate 0.41% among 220,000 | AID 1443;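 active means cell killing above 50% in the first pass at 4 µM, then a duplicate retest at 5 µM averaging 50% or more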;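 further: plate controls were cells with TRAIL plus DMSO for no effect and medium-only wells lacking cells for full effect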
TNF necrop inh – inhibitors of TNF-alpha induced necroptosis in Jurkat FADD-/- cells; Jurkat FADD-/- TNF necroptosis rescue, ATP luminescence, 24 h; 0 = TNF only, 100 = no-TNF cells; activation (protection from cell death), % at 10 µM; hit rate 0.068% among 220,000; AID 463075;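 active means activation, meaning protection from cell death, of at least 50% relative to plate controls; inactive means activation below 50%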;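 further: necroptosis triggered by 40 ng/mL TNF-alpha added together with compound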
Ba/F3 V617F tox – lowers viability of Ba/F3 cells expressing EpoR and JAK2V617F. ATP luminescence. hit rate 1.1% among 220,000. inhibition, % at 5.6 µM;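 active means inhibition above the campaign mean plus 3 SD over all tested compounds, cut at about 24% in these data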;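 further: cytokine-independent growth of Ba/F3 cells driven by EpoR plus mutant JAK2; 0% = DMSO-treated cells and 100% = JAK inhibitor I control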
Wee1 degr inh – blocks degradation of human Wee1 kinase; P30291; HeLa Luc-Wee1K328M stability, luciferase luminescence; 100% = proteasome inhibitor MG132 effect; reporter increase, % at 5 µM; hit rate 1.2% among 220,000;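 active means activation above the mean of all tested compounds plus 3 SD, set per screening run, cut at about 8.8% in these data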;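 further: cells exposed to compound for 20 h before luminescence read; 0% = DMSO alone and 100% = MG132 at 30 µM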
Target sequence (P30291 whole entry K328M): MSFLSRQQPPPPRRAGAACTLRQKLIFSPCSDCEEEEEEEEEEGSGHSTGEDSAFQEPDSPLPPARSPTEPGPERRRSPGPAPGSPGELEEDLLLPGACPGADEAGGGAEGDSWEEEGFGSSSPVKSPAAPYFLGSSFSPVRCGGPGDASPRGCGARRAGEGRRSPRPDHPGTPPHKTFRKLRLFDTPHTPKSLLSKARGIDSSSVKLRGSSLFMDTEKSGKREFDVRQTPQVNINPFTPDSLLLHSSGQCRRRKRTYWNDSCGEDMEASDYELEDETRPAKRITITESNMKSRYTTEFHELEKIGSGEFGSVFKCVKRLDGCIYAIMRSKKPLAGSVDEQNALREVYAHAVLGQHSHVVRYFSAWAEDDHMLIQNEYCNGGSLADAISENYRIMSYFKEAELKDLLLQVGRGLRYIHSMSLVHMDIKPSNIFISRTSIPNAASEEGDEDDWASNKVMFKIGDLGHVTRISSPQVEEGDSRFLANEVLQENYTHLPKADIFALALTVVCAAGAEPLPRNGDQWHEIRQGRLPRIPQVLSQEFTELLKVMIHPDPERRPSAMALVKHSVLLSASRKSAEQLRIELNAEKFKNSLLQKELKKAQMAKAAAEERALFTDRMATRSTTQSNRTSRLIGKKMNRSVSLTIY
CHOP inhibitor – blocks CHOP induction under ER stress; inhibition, % at 10 µM; CHO-K1 CHOP-promoter luciferase, tunicamycin-induced, 15-18 h; hit rate 3.8% among 220,000;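 active means compounds that reduced the stress-induced luciferase reporter signal by more than about 70% of percent inhibition, limit read from the data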;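 further: 0% = tunicamycin plus vehicle and 100% = wells without tunicamycin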
TRPML3 ag – human mucolipin-3 channel agonism. Q8TDD5. HEK293 TRPML3-YFP, Fluo-8 calcium fluorescence; 100% = the carbachol control signal. activation, % at 3 µM. hit rate 0.29% among 220,000;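 active means activation above its plate's cutoff, the mean activation of the plate's test wells plus 3 SD, cut at about 12% in these data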;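 further: 0% = DMSO only wells and 100% = carbachol wells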
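Material: TRPML3-YFP stable HEK293 cells | Dosing: One concentration, 3 µM nominal, 0.3% DMSO | Timing: 125 s total fluorescence read per well | Technique: Fluo-8 calcium dye fluorescence, ex 470-495, em 515-575 nm | Measure: Percent activation from peak-to-basal fluorescence ratio, scaled between DMSO and carbachol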
Starred values were filed as active, the others as inactive.

Results for O=C(Nc1ncccn1)c1cccs1 ?
zfTRPN1 agonist: 0.9; BaF3 tox: 1; RBBP9 inh: -8; PPC-1+TRAIL kill: -5; TNF necrop inh: 0.5; Ba/F3 V617F tox: 0; Wee1 degr inh: 1; CHOP inhibitor: -28; TRPML3 ag: -0.1

How did C=CCn1c(N)c(C(=O)Nc2ccc(C)c(C)c2)c2nc3ccccc3nc21 do in these assays?
zfTRPN1 agonist: 1.4; BaF3 tox: 6; RBBP9 inh: -4; PPC-1+TRAIL kill: 15; TNF necrop inh: 0.3; Ba/F3 V617F tox: 1; Wee1 degr inh: -1; CHOP inhibitor: 27; TRPML3 ag: 1.3

How did Cc1ccc(S(=O)(=O)/N=C2/NC(=O)/C(=C/c3ccccc3)S2)cc1 do in these assays?
zfTRPN1 agonist: -2.2; BaF3 tox: -1; RBBP9 inh: -2; PPC-1+TRAIL kill: 26; TNF necrop inh: 0.3; Ba/F3 V617F tox: -3; Wee1 degr inh: 1; CHOP inhibitor: 17; TRPML3 ag: -0.3

How did COc1ccc2nc(SCc3cnc(C)nc3N)[nH]c2c1 do in these assays?
zfTRPN1 agonist: 0.1; BaF3 tox: 1; RBBP9 inh: -6; PPC-1+TRAIL kill: 20; TNF necrop inh: -0.5; Ba/F3 V617F tox: 5; Wee1 degr inh: 0; CHOP inhibitor: -11; TRPML3 ag: 0.6

What do the screens show for `CC(=O)c1cc2c(cc1NS(=O)(=O)c1ccccc1)OCO2`?
zfTRPN1 agonist: -0.8; BaF3 tox: 5; RBBP9 inh: -9; PPC-1+TRAIL kill: -6; TNF necrop inh: 0.2; Ba/F3 V617F tox: 5; Wee1 degr inh: 1; CHOP inhibitor: 5; TRPML3 ag: 0.4

How did CNC(=O)c1ccsc1NC(=O)c1ccc(S(=O)(=O)N2CCc3ccccc32)cc1 do in these assays?
zfTRPN1 agonist: 0.6; BaF3 tox: 7; RBBP9 inh: -30; PPC-1+TRAIL kill: -5; TNF necrop inh: -10; Ba/F3 V617F tox: 1; Wee1 degr inh: -3; CHOP inhibitor: 37; TRPML3 ag: 0.8

How did CC1CCN(C(=S)c2ccc([N+](=O)[O-])cc2)CC1 do in these assays?
zfTRPN1 agonist: -1.4; BaF3 tox: 3; RBBP9 inh: -6; PPC-1+TRAIL kill: 4; TNF necrop inh: 2.1; Ba/F3 V617F tox: -1; Wee1 degr inh: -2; CHOP inhibitor: 17; TRPML3 ag: -0.6

How did CCN(CC)CC(C)(C)NS(=O)(=O)c1ccc(Cl)cc1 do in these assays?
zfTRPN1 agonist: -0.2; BaF3 tox: 6; RBBP9 inh: -2; PPC-1+TRAIL kill: 9; TNF necrop inh: 1.5; Ba/F3 V617F tox: 1; Wee1 degr inh: -3; CHOP inhibitor: 8; TRPML3 ag: 0.4

How did CS(=O)(=O)N1CCN(c2ccccc2NC(=O)CSc2ccc(Cl)cc2)CC1 do in these assays?
zfTRPN1 agonist: 0.6; BaF3 tox: 7; RBBP9 inh: -2; PPC-1+TRAIL kill: -7; TNF necrop inh: 1.6; Ba/F3 V617F tox: 8; Wee1 degr inh: 8; CHOP inhibitor: -28; TRPML3 ag: -0.1

Results for CN(Cc1nc(-c2cccs2)no1)CC(O)c1ccccc1 (centres undefined) ?
zfTRPN1 agonist: 2.5; BaF3 tox: 7; RBBP9 inh: 0; PPC-1+TRAIL kill: 0; TNF necrop inh: 0.4; Ba/F3 V617F tox: -2; Wee1 degr inh: 1; CHOP inhibitor: -3; TRPML3 ag: 0.6

Results for COc1ccc2c(C)cc(SCC(=O)NCCN3C(=O)CSC3=O)nc2c1 ?
zfTRPN1 agonist: -0.7; BaF3 tox: 6; RBBP9 inh: -7; PPC-1+TRAIL kill: -10; TNF necrop inh: 0.2; Ba/F3 V617F tox: -1; Wee1 degr inh: 0; CHOP inhibitor: 3; TRPML3 ag: 0.4

How did CCCNC(=O)C(Cc1ccccc1)NS(=O)(=O)c1ccc2c(c1)c(=O)n(C)c(=O)n2C (centres undefined) do in these assays?
zfTRPN1 agonist: 0.2; BaF3 tox: 0; RBBP9 inh: 5; PPC-1+TRAIL kill: -30; TNF necrop inh: 0.5; Ba/F3 V617F tox: -2; Wee1 degr inh: 8; CHOP inhibitor: -4; TRPML3 ag: -1.3

Results for COC(=O)c1ccccc1NC(=O)/C=C/C(=O)O ?
zfTRPN1 agonist: 1.1; BaF3 tox: 12; RBBP9 inh: -1; PPC-1+TRAIL kill: 26; TNF necrop inh: 1.0; Ba/F3 V617F tox: 3; Wee1 degr inh: -1; CHOP inhibitor: -1; TRPML3 ag: 0.2

How did COc1ccc(C)cc1N(CC(=O)Nc1cccnc1)S(=O)(=O)c1ccccc1 do in these assays?
zfTRPN1 agonist: 0.5; BaF3 tox: -7; RBBP9 inh: 2; PPC-1+TRAIL kill: -2; TNF necrop inh: 2.5; Ba/F3 V617F tox: -5; Wee1 degr inh: 4; CHOP inhibitor: 19; TRPML3 ag: 0.1

Results for CCn1cc(Cl)c(C(=O)Nc2ccc(OC)c(OC)c2)n1 ?
zfTRPN1 agonist: 1.1; BaF3 tox: 8; RBBP9 inh: -1; PPC-1+TRAIL kill: 32; TNF necrop inh: -1.3; Ba/F3 V617F tox: 4; Wee1 degr inh: 3; CHOP inhibitor: -2; TRPML3 ag: 0.6

Results for CCOc1ccc(-c2nc(C#N)c(N3CCN(CC)CC3)o2)cc1 ?
zfTRPN1 agonist: 0.3; BaF3 tox: 3; RBBP9 inh: -7; PPC-1+TRAIL kill: 4; TNF necrop inh: -1.7; Ba/F3 V617F tox: 1; Wee1 degr inh: 3; CHOP inhibitor: 23; TRPML3 ag: 0.8

What do the screens show for `COc1cccc(OC)c1C(=O)Nc1ccc2c3c(cccc13)CC2`?
zfTRPN1 agonist: -0.4; BaF3 tox: 8; RBBP9 inh: -6; PPC-1+TRAIL kill: 3; TNF necrop inh: -4.6; Ba/F3 V617F tox: 5; Wee1 degr inh: -1; CHOP inhibitor: 4; TRPML3 ag: -0.7

What do the screens show for `COC(=O)c1ccccc1OCC(=O)NC1CCCCC1`?
zfTRPN1 agonist: 3.2; BaF3 tox: 2; RBBP9 inh: 1; PPC-1+TRAIL kill: 39; TNF necrop inh: -0.3; Ba/F3 V617F tox: -3; Wee1 degr inh: -2; CHOP inhibitor: 39; TRPML3 ag: 1.3

How did CC(=O)OC1CC(C)(C)N(OC(=O)CCCN2C(=O)c3ccccc3C2=O)C(C)(C)C1 do in these assays?
zfTRPN1 agonist: 1.4; BaF3 tox: 8; RBBP9 inh: -11; PPC-1+TRAIL kill: 21; TNF necrop inh: -0.3; Ba/F3 V617F tox: -1; Wee1 degr inh: 2; CHOP inhibitor: -6; TRPML3 ag: 0.5

What do the screens show for `O=C(CN1C(=O)/C(=C/c2cccc(Br)c2)SC1=S)Nc1cccnc1`?
zfTRPN1 agonist: 1.4; BaF3 tox: 8; RBBP9 inh: -6; PPC-1+TRAIL kill: 6; TNF necrop inh: 2.3; Ba/F3 V617F tox: -1; Wee1 degr inh: -1; CHOP inhibitor: 1; TRPML3 ag: -0.1

Results for CCCCSC(=S)N(C)C1CCS(=O)(=O)C1 (centres undefined) ?
zfTRPN1 agonist: 1.4; BaF3 tox: 10; RBBP9 inh: -1; PPC-1+TRAIL kill: 14; TNF necrop inh: -5.0; Ba/F3 V617F tox: 1; Wee1 degr inh: -1; CHOP inhibitor: 30; TRPML3 ag: 0.3

What do the screens show for `Cc1ccc(C)c(NC(=S)N(C)CCc2ccccn2)c1`?
zfTRPN1 agonist: -1.3; BaF3 tox: 5; RBBP9 inh: 3; PPC-1+TRAIL kill: 16; TNF necrop inh: 0.8; Ba/F3 V617F tox: 1; Wee1 degr inh: -2; CHOP inhibitor: -2; TRPML3 ag: 0.2

What do the screens show for `CCCCNC(=S)N/N=C/c1sccc1C`?
zfTRPN1 agonist: -1.9; BaF3 tox: 7; RBBP9 inh: -7; PPC-1+TRAIL kill: -2; TNF necrop inh: -0.3; Ba/F3 V617F tox: -1; Wee1 degr inh: 4; CHOP inhibitor: 11; TRPML3 ag: -0.6

How did Cc1nc(NC(=O)CSc2nnc(N)s2)c(Cl)cc1Cl do in these assays?
zfTRPN1 agonist: 0.7; BaF3 tox: 9; RBBP9 inh: -4; PPC-1+TRAIL kill: 0; TNF necrop inh: 0.0; Ba/F3 V617F tox: 4; Wee1 degr inh: 0; CHOP inhibitor: 3; TRPML3 ag: -0.9

What do the screens show for `Cc1ccc(NC(=O)C2CC(=O)Nc3nc4ccccc4n32)c(C)c1` (centres undefined)?
zfTRPN1 agonist: 1.4; BaF3 tox: -5; RBBP9 inh: -3; PPC-1+TRAIL kill: 7; TNF necrop inh: 2.3; Ba/F3 V617F tox: 0; Wee1 degr inh: -1; CHOP inhibitor: -3; TRPML3 ag: 0.5

Results for COc1ccc(-n2c(SCC(N)=O)nc3sc4c(c3c2=O)CCN(C)C4)cc1 ?
zfTRPN1 agonist: 1.3; BaF3 tox: 3; RBBP9 inh: -4; PPC-1+TRAIL kill: 26; TNF necrop inh: 1.2; Ba/F3 V617F tox: -1; Wee1 degr inh: -2; CHOP inhibitor: 54; TRPML3 ag: 1.0

How did O=S(=O)(Nc1ccc(N2CCOCC2)cc1)c1ccc(F)cc1F do in these assays?
zfTRPN1 agonist: 0.2; BaF3 tox: 2; RBBP9 inh: -7; PPC-1+TRAIL kill: -8; TNF necrop inh: -0.6; Ba/F3 V617F tox: 0; Wee1 degr inh: -1; CHOP inhibitor: -3; TRPML3 ag: 0.7

How did O=C(CC1C(=O)NCCN1CC1CCCCC1)NCc1cccc(F)c1F (centres undefined) do in these assays?
zfTRPN1 agonist: 0.8; BaF3 tox: 4; RBBP9 inh: 0; TNF necrop inh: -0.8; Ba/F3 V617F tox: -3; Wee1 degr inh: -1; CHOP inhibitor: -5; TRPML3 ag: 1.6

What do the screens show for `O=C(O)C1CSC(c2ccccc2)N1C(=O)c1ccco1` (centres undefined)?
zfTRPN1 agonist: 0.5; BaF3 tox: 5; RBBP9 inh: -7; PPC-1+TRAIL kill: -22; TNF necrop inh: 0.5; Ba/F3 V617F tox: -2; Wee1 degr inh: 0; CHOP inhibitor: -7; TRPML3 ag: 0.7

What do the screens show for `O=C(Nc1nnc(-c2ccc3c(c2)CCCC3)o1)c1ccccc1`?
zfTRPN1 agonist: 2.0; BaF3 tox: 5; RBBP9 inh: -6; PPC-1+TRAIL kill: 1; TNF necrop inh: -2.8; Ba/F3 V617F tox: 4; Wee1 degr inh: 1; CHOP inhibitor: 100*; TRPML3 ag: 3.6

How did O=C(/C=C/c1ccccc1)NCC1(c2ccccc2)CCOCC1 do in these assays?
zfTRPN1 agonist: 0.7; BaF3 tox: -13; RBBP9 inh: -11; PPC-1+TRAIL kill: -20; TNF necrop inh: 2.4; Ba/F3 V617F tox: 1; Wee1 degr inh: -1; CHOP inhibitor: 0; TRPML3 ag: 0.1
